# CXXC DNA block: inhibitors of human MLL CXXC domain-DNA interaction; Q03164; MLL-CXXC / FITC-HOXA9 DNA fluorescence polarization; Potency, µM (titrated, usually from 115 µM), without a hit: at the top dose activity change, negative = inhibition, actives largely listed as inhibitors; 0.037% of 290,000 active; AID 2662; active = well fitted inhibition curve with a large enough effect in the polarisation, with a control signal flat, not every such curve was filed as active; inconclusive = small, poorly fitted or top-dose-only effect, or effect the other way, or a change in a side signal; inactive = no such curve, though single readings can be large or run the other way; the % refers to the polarisation; note: potency is the fitted concentration of half-maximal effect
#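 Steps: dispense CXXC domain solution (7 uM) → pin compounds or unlabeled HOX-A9 DNA control → 5 min ambient → add FLSN-HOX-A9 solution (50 nM) → spin → 30 min ambient → fluorescence polarization. Tris pH 7.5/NaCl/DTT/BSA buffer.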
# Chronic BCR inh: inhibitors of chronic active B-cell receptor signaling; ABC-DLBCL IkBa-CBG/CBR reporter, luminescence ratio, 4 h; 0.05% of 340,000 active; Potency, µM (highest dose often 46.1 µM), for inactives: at the top dose ratio change, negative = lower green/red ratio, hits mostly inhibitors; active = well fitted inhibition curve with a large enough effect in the signal ratio, with a control signal flat, not every such curve was filed as active; inconclusive = small, poorly fitted or top-dose-only effect, or effect the other way, or a change in a side signal; the % refers to the signal ratio;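 note: potency is the fitted concentration of half-maximal effect; plate controls were basal doxycycline-induced cells for no effect and cells given 10 µM MG132 for full effect; MG132 reads +100%, hits lower the ratio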
#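 Concentration-response series (up to 46 uM) were applied to TMD8 dual-reporter cells for 4 h at 37C with doxycycline. Green/red ratio, after filter-overlap correction, defined %Activity; red signal alone was normalised to basal cells and zero luminescence.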
# TSHR antag: antagonists of human thyroid stimulating hormone receptor; TSHR-expressing cells, TSH-stimulated cAMP HTRF, 2 h; hits give low values; 0.2% of 330,000 active; activity change, negative = inhibition, % at 11.5 µM; AID 504810;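 active = activity change below a set negative limit, meaning inhibition stronger than a set level, cut at about -70% in these data; inconclusive = activity change between two set negative limits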; note: % is set by controls: 0 for no effect and ±100 for the full control effect
#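 Antagonism was scored as loss of TSH-driven cAMP in TSHR cells, stimulated with 4nM TSH (EC80) for 2 hours at 37 deg C and detected by homogeneous HTRF competition immunoassay.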
# TCR activator: activates T cell receptor signaling | primary human leukocytes, anti-CD3, IL-2 HTRF, 48 h | Potency, µM (doses to about 9.22 µM), inactives show at the top dose activation of IL-2 secretion, usual class: activators | 330,000 tested, under 10 active | AID 504894; note: % of control where 0% means no effect
#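 Primary human leukocytes were stimulated with a-CD3 beads plus compounds for 48 hr without co-stimulation; secreted IL-2 was quantified by HTRF using a-IL-2-K (europium cryptate) and a-IL-2-d2, excited at 320nm with acceptor emission read at 665nm.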
# GALK inhibitor: inhibitors of human galactokinase | P51570 | Purified GALK, Kinase-Glo residual ATP luminescence | Potency, µM (titrated, usually from 57.5 µM), without a hit: top-dose activity change, negative = inhibition, actives largely listed as inhibitors | 0.007% of 270,000 active | AID 1868; note: potency is the fitted concentration of half-maximal effect; % is set by controls: 0 for no effect and ±100 for the full control effect
# Target sequence (P51570 whole entry, looked up): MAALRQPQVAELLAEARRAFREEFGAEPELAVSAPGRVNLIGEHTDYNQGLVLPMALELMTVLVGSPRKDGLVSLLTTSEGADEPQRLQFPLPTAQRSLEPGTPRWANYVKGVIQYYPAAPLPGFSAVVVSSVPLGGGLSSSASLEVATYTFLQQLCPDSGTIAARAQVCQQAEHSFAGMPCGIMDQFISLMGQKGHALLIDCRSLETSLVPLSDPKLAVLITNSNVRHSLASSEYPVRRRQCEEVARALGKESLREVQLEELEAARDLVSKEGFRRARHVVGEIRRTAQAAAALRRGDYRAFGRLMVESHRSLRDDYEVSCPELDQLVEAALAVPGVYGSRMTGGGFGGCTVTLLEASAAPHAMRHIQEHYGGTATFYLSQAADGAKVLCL
#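 Compounds were pin-transferred into ATP buffer (35 uM final), then GALK plus galactose (5 nM, 100 uM final) was added. After 1 h at room temperature, Kinase-Glo Plus was added and luminescence read after 10 min.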
# hERG WT inh: KCNH2 (human, wildtype) channel inhibition | Q12809 | U2OS, BacMam KCNH2, thallium flux FluxOr; hits give low values | activity change, % at 1.84 µM | 0.37% of 340,000 active;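 active = maximum activity change below -70%; inconclusive = maximum activity change between -70% and -50%; inactive = maximum activity change above -50%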; note: % is set by controls: 0 for no effect and ±100 for the full control effect
#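 U2OS cells transduced with wild-type KCNH2 virus are loaded with FluxOr dye for 45 min, and thallium flux is measured in kinetic reads before and after stimulation buffer. Rate constants are normalized to DMSO controls.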
# Tb PFK inh: inhibitors of T. brucei phosphofructokinase; T. brucei PFK, ADP-Glo luminescence; Potency, µM (highest dose often 57.5 µM), without a hit: at the top dose activity, negative = inhibition, most hits filed as inhibitors; O15648; AID 485367; 0.17% of 330,000 active;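 note: potency is the fitted concentration of half-maximal effect; 0% = uninhibited 1x PFK enzyme wells and -100% = no-enzyme wells; nearly all actives have a fitted effect of over 60% in size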
# Target sequence (O15648 whole entry, looked up): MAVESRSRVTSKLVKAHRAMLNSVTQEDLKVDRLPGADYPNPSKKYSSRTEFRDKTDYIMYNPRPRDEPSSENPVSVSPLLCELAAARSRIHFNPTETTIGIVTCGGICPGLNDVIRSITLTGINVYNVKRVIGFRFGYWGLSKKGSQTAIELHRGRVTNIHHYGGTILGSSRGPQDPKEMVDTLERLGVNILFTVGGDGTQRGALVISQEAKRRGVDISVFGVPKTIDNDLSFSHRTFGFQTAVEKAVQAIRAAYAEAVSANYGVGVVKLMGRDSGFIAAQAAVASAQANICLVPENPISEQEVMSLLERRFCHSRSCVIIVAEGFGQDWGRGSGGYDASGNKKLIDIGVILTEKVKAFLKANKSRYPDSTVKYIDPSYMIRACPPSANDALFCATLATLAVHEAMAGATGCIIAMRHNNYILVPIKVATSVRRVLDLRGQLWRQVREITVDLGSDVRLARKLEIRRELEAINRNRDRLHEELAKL
#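 ADP-Glo luminescence quantified ADP after 45 min at room temperature, with 1.25 nM T. brucei PFK, 0.1 mM ATP and 0.5 mM fructose-6-phosphate in pH 8.0 TEA buffer. qHTS titrations up to 57 µM; curves classified by quality.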
# AT treatment: potential ataxia-telangiectasia treatment | […] A-T fibroblasts, KAP-1 phosphorylation AlphaLISA; neocarzinostatin DNA damage 30 min before lysis | Potency, µM (highest dose often 57.5 µM), for the others: at the top dose activation, actives largely listed as activators | 0.19% of 320,000 active; note: potency is the fitted concentration of half-maximal effect; % of control where 0% means no effect; nearly all actives have a fitted effect of over 45% in size
#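 hTERT-immortalized A-T patient fibroblasts ([…]), 500 cells/well in OPTI-MEM, 1% FBS, got compounds for 60 min, then NCS for 30 min at 37C. Lysates were then assayed for phospho-KAP-1 by AlphaLISA (anti-pKAP1 donor, anti-KAP1 acceptor beads), 6 hr at 25C.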
# Coupling enz: inhibits coupling enzyme system, counter-screen for aldolase hits; coupling enzyme system counterscreen, AmpLite Red fluorescence; activity change, negative = inhibition, % at 58.2 µM, hits read low; 0.67% of 290,000 active; AID 2472; in the data active = activity change below about -30%; note: % is set by controls: 0 for no effect and ±100 for the full control effect
#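 Compounds tested against the coupling enzymes alone at 57.5 uM final; readout was AmpLite Red fluorescence (525/598 nm) after 20 min at RT.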
# Giardia kill: Giardia lamblia killing; Giardia lamblia trophozoite viability; activity change, % at 7.66 µM, hits read low; 0.15% of 340,000 active; AID 540267; in the data active = activity change below about -80%; inconclusive = between about -30% and that limit;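 note: parasites exposed to compound for two days anaerobically before the ATP read; % is set by controls: 0 for no effect and ±100 for the full control effect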
#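 Luminescence from cellular ATP indicates surviving trophozoites (100 cells/well) following 48 hrs anaerobic compound treatment at 37 deg C; signal develops 15-30 min at room temperature.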
# * hit, by the source's call; ? = inconclusive; . = not tested or not shown; [ ] = remark or other dose. Unless noted, calls come from the whole dose curve; as a rule, active = well fitted curve in the direction sought with a large enough effect; inconclusive = small, poorly fitted or top-dose-only effect, or another doubt; inactive = no such curve, though single readings can be large; an effect the other way counts as inactive or inconclusive. Compounds were not picked by outcome; any-hit rate near 1.6%.
# Every second line gives: TSHR antag	AT treatment	Tb PFK inh	Chronic BCR inh	GALK inhibitor	Coupling enz	CXXC DNA block	hERG WT inh	TCR activator	Giardia kill
O=C(CCNC(=O)c1ccccc1Cl)Nc1nc2ccccc2[nH]1
    -1	0%	-2%	7%	.	.	.	5	-1%	-12
O=c1c([N+](=O)[O-])cccn1Cc1cccc(Cl)c1
    -2	2%	-29%	?	0%	2	1%	-3	-9%	?
CNS(=O)(=O)c1ccc(NC(=O)C2c3ccccc3Oc3ccccc32)cc1
    0	-2%	0%	-2%	-2%	0	-3%	4	1%[46.1 µM]	9
CCOC(=O)C1CCN(C(=O)C23CC4CC(CC(C4)C2)C3)CC1
    2	-3%	0%	1%	-1%	3	-6%	0	-13%	17
N#C/C(=C\c1ccccc1)C(=O)NNS(=O)(=O)c1ccc(Br)cc1
    -3	4%	?	2%	.	.	.	1	4%[46.1 µM]	-20
Cc1cc2[nH]c(=O)c(=O)[nH]c2cc1S(=O)(=O)NC1CCCCC1C (stereo not drawn)
    14	5%	-6%	0%	.	2	.	1	5%	15
CCOC(=O)N/N=C/c1c(C)nn(-c2cccc(C(F)(F)F)c2)c1Cl
    6	-3%	-1%	?	0%	0	4%	1	-4%[46.1 µM]	-21
COc1ccc(C(=O)NCC(=O)NCC(=O)OCc2ccc(Cl)cc2)cc1
    -7	3%	-1%	?	-1%	1	10%	-9	4%	8
COc1ccc(N2CCN(C(=O)/C=C/c3ccco3)CC2)cc1
    6	2%	-2%	2%	7%	-1	-2%	12	3%	12
CCOc1ccc(OCCC(=O)Nc2cccc(S(=O)(=O)N3CCCC3)c2)cc1
    -6	-2%	-10%	1%	.	.	.	2	0%	2
O=C(CCN1C(=O)/C(=C/c2ccccc2F)SC1=S)NCCCn1ccnc1
    -1	2%	0%	6%	4%	.	-8%	-7	-2%	1
CN(C)CCNc1ccc(-c2nn(C)c(=O)c3ccccc23)cc1[N+](=O)[O-]
    -4	-1%	1%	-1%	0%	2	16%	-5	-5%	7
Cc1nccn1CC(=O)N/N=C/c1c[nH]c2ccccc12
    -5	31%	-3%	-2%	1%	-8	-4%	2	0%	28
COC(=O)C(NC(C)=O)(Nc1nc2ccc(C)cc2s1)C(F)(F)F (stereo not drawn)
    4	.	-3%	-6%	3%	5	6%	-23	1%	8
Cn1c(N)c(C(=O)CSc2nc3ccccc3c(=O)n2CCCN2CCOCC2)c(=O)n(C)c1=O
    -5	3%	0%	1%	1%	1	21%	-12	8%	-14
Cn1c(=S)n(/N=C/c2ccc3c(c2)OCO3)c2ccccc21
    -15	10%	-3%	0%	-2%	0	0%	-14	-6%	-8
O=C(NC(=S)N1CCCc2ccccc21)c1ccc(Cl)cc1
    -6	3%	6%	?	4%	-29	8%	6	1%[46.1 µM]	-23
O=C(c1nn2c(C(F)(F)F)cc(-c3cccs3)nc2c1Cl)N1CCCc2ccccc21
    -16	-2%	1%	14%	0%	0	5%	-4	-4%[46.1 µM]	1
Cc1ccc(C(=O)N/C(=C\c2ccccc2)C(=O)OCc2ccccc2)cc1
    6	0%	-6%	?	0%	0	-4%	-11	-1%[46.1 µM]	-6
CCCCCC(/C=N/Nc1ccc(S(=O)(=O)N2CCOCC2)cc1[N+](=O)[O-])=C\c1ccccc1
    -4	-2%	1%	-10%	-2%	0	20%	-1	0%	16
O=C(O)c1ccccc1-c1ccc(/C=c2\sc3nc4cc(Br)cnc4n3c2=O)o1
    -2	10%	?	11%	-3%	-14	72%[activator]	-8	-6%	0
COc1cccc(OCC(=O)N(C)Cc2nc(-c3cccc(C)c3)no2)c1
    4	0%	1%	-17%	-2%	-2	6%	-35	-1%	9
COCCN(C(=O)Cn1nnc2ccccc21)C(C(=O)NC1CCCC1)c1cc(OC)ccc1OC (stereo not drawn)
    13	-13%	-2%	?	1%	1	4%	-7	14%	4
O=C(O)C1CCCN(S(=O)(=O)c2cccc3cccnc23)C1 (stereo not drawn)
    2	5%	2%	-19%	1%	4	-2%	-3	6%	-3
NS(=O)(=O)c1ccc(Nc2ccc3nonc3c2[N+](=O)[O-])cc1
    0	13%	2%	-1%	-2%	-3	1%	8	-1%	-12
CCCCNC(=O)c1ccc(-n2c(=S)[nH]c3ccccc3c2=O)cc1
    -9	-2%	4%	5%	-3%	1	-7%	-3	.	19
CCn1c(CNS(=O)(=O)c2ccc(Br)cc2)n[nH]c1=S
    3	6%	-5%	3%	-2%	.	-1%	3	1%	0
COC(=O)c1ccc(CSc2cc(C)c3cccc(C)c3n2)o1
    14	30%	4%	5%	-1%	0	1%	0	-7%	17
CCOC(=O)C1=C(CN2CCSCC2)NC(=O)NC1c1ccc2c(c1)OCO2 (stereo not drawn)
    6	2%	4%	0%	-3%	-3	29%	-3	3%	-27
COc1cc(NS(=O)(=O)c2ccc(NC(=S)NC(=O)c3sc4ccccc4c3Cl)cc2)ncn1
    -3	4%	7%	8%	-4%	7	-18%	-11	-10%[46.1 µM]	-15
COc1ccc([C@H]2CC(=O)C=C(c3ccc(C(F)(F)F)c(C(F)(F)F)c3)C2)cc1OC
    -4	5%	0%	1%	.	.	.	8	-2%	-14
O=C(CCCCCNC(=O)c1ccccc1)N=Nc1c(O)[nH]c2c(Br)cc(Br)cc12
    -2	-2%	-1%	?	0%	9	-17%	.	.	.
C#CCOCCOCCOCCNc1nc(N2CCN(C(=O)[C@H]([C@@H](C)CC)n3cc([C@@H](N)Cc4ccc(O)cc4)nn3)CC2)nc(N2CCN(C(=O)[C@H](CCCCN)n3cc([C@@H](N)C(C)CC)nn3)CC2)n1 (stereo partly drawn)
    -4	-10%	2%	3%	-1%	0	-2%	.	3%	-11
O=C(c1ccc(OC2CCN(CCc3ccccc3)CC2)cc1)N1CCC(CO)CC1
    18	13%	2%	?	-1%	4	1%	3	-1%	7
Nc1ccc(NC(=O)c2cccs2)c(Cl)c1
    -3	2%	2%	-7%	0%	2	-11%	0	3%	3
O=S(=O)(NCC(c1ccco1)N1CCN(c2ccc(F)cc2)CC1)c1ccc2c(c1)OCCO2 (stereo not drawn)
    -8	-5%	0%	-3%	-2%	-2	14%	2	-4%[46.1 µM]	-2
CC1=CC(C)(C)N(C(=O)C(C)N2C(=O)c3ccccc3C2=O)c2c(C)cc(C)cc21 (stereo not drawn)
    -11	7%	-1%	14%	-1%	-4	-4%	.	.	.
Cc1cccc(S(=O)(=O)C(C#N)c2nc3ccccc3nc2N2CCCC2)c1 (stereo not drawn)
    2	2%	0%	-4%	-5%	-7	-18%	-22	0%	-18
CC(=Nc1ccccc1O)c1sc2ccccc2c1O
    -4	-13%	-4%	?	4%	-7	?	0	-2%	15
Cc1c(Cl)cccc1NC(=O)c1cc(C2CC2)on1
    -15	25%	-13%	?	1%	1	-8%	-17	6%	9
O=C(Cn1nnc(-c2cccc(C(F)(F)F)c2)n1)N1CCOCC1
    -8	12%	-4%	6%	-3%	-1	-2%	-2	.	-5
O=c1[nH]c2c(cnn2-c2ccc(Cl)cc2)c(=O)n1-c1cccc(Cl)c1
    -7	1%	0%	.	-4%	7	38%[activator]	3	-6%	1
COc1ccc(CC2(CO)CCN(C(=O)NCc3ccccc3)CC2)cc1
    4	3%	7%	-8%	2%	3	12%	-7	3%	20
CCN(CC)CCn1c(NCc2ccc(C)o2)nc2ccccc21
    -3	.	3%	0%	4%	0	2%	63	4%	-7
CCN(CC)C(=O)c1ccc(-c2nnc(OC)c3ccccc23)cc1
    3	0%	1%	?	-4%	-1	0%	27	-1%	20

# Complete entries from above:
# Nc1ccc(NC(=O)c2cccs2)c(Cl)c1 in the list: TSHR antag: -3; AT treatment: 2%; Tb PFK inh: 2%; Chronic BCR inh: -7%; GALK inhibitor: 0%; Coupling enz: 2; CXXC DNA block: -11%; hERG WT inh: 0; TCR activator: 3%; Giardia kill: 3
# COc1ccc(CC2(CO)CCN(C(=O)NCc3ccccc3)CC2)cc1 in the list: TSHR antag: 4; AT treatment: 3%; Tb PFK inh: 7%; Chronic BCR inh: -8%; GALK inhibitor: 2%; Coupling enz: 3; CXXC DNA block: 12%; hERG WT inh: -7; TCR activator: 3%; Giardia kill: 20

# Next part
# Every second line gives: TSHR antag	AT treatment	Tb PFK inh	Chronic BCR inh	GALK inhibitor	Coupling enz	CXXC DNA block	hERG WT inh	TCR activator	Giardia kill
CCOC(=O)C(=NC1CCS(=O)(=O)C1)NNc1ccccc1Cl (stereo not drawn)
    3	18%	3%	-4%	0%	0	-10%	3	-7%	6
O=c1c(Cl)c(NCc2ccco2)cnn1C12CC3CC(CC(C3)C1)C2
    -1	4%	-2%	?	-2%	3	5%	-2	-1%	7
COC(=O)c1sccc1NC(=O)COc1ccccc1Cl
    3	16%	1%	?	0%	0	15%	-14	-6%[46.1 µM]	-4
COC(=O)c1c(-c2ccco2)csc1NC(=O)C1CC=CCC1C(=O)O (stereo not drawn)
    -7	-1%	15%	?	0%	-15	-4%	0	-2%	1

# Source: PubChem BioAssay
